Screens (PubChem BioAssay)
IDH1 R132H inh – blocks human mutant IDH1 R132H enzyme. O75874. IDH1-R132H enzyme, NADPH consumption, diaphorase/resazurin fluorescence. Potency, µM (titrated, usually from 76.6 µM), for inactives: at the highest dose activity change, negative = inhibition, hits mostly inhibitors. 0.093% of 390,000 active. AID 602179; also: potency is read from the fitted curve at half-maximal effect; % is scaled to controls: 0 for no effect and ±100 for the full control effect; nearly all actives have a fitted effect of over 65% in size
Target sequence (O75874 whole entry R132H, stated change not applied): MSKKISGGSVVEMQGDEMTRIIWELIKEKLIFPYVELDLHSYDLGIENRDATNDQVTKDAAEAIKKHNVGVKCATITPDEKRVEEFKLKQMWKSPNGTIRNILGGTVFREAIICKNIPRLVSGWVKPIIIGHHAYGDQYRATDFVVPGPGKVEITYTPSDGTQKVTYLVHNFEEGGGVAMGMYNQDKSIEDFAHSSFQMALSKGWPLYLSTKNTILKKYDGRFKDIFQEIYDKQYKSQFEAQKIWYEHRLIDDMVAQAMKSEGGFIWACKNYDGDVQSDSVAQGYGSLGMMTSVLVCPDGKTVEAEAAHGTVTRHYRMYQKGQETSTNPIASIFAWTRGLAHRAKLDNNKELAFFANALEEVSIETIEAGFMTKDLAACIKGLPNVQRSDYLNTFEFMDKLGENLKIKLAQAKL
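IDH1-R132H (0.5 ug/mL dispensed) in pH 7.5 Tris buffer was preincubated 30 min with compound, then given a substrate mix of 0.016 mM NADPH and 2 mM alpha-KG for 80 min at room temperature; remaining NADPH was read by diaphorase/resazurin fluorescence.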
rTrxR1 inhibitor – blocks rat thioredoxin reductase 1; O89049; 1% of 390,000 active; recombinant rTrxR1, NADPH fluorescence consumption, selenite substrate; Potency, µM (series often up to 114 µM), without a hit: at the top dose activity change, negative = inhibition, actives largely listed as inhibitors; also: potency is read from the fitted curve at half-maximal effect; % is scaled to controls: 0 for no effect and ±100 for the full control effect; nearly all actives have a fitted effect of over 65% in size
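Rat TrxR1 (90 nM in the dispensed reagent) was pre-reduced with 400 uM NADPH for 5 min at room temperature, then incubated with compound for 15 min. After 400 uM selenite was added, NADPH fluorescence (Ex 340/Em 450 nm) was followed for 8 min.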
Tb PGK inh – T. brucei PGK inhibition; P07378; PGK/GAPDH coupled, Kinase-Glo luminescence, 60 min; Potency, µM (doses to about 57.5 µM), for inactives: at the top dose activity change, negative = inhibition, hits mostly inhibitors; 0.043% of 380,000 active; also: potency is read from the fitted curve at half-maximal effect; % is scaled to controls: 0 for no effect and ±100 for the full control effect; nearly all actives have a fitted effect of over 60% in size
Target sequence (P07378 whole entry, looked up): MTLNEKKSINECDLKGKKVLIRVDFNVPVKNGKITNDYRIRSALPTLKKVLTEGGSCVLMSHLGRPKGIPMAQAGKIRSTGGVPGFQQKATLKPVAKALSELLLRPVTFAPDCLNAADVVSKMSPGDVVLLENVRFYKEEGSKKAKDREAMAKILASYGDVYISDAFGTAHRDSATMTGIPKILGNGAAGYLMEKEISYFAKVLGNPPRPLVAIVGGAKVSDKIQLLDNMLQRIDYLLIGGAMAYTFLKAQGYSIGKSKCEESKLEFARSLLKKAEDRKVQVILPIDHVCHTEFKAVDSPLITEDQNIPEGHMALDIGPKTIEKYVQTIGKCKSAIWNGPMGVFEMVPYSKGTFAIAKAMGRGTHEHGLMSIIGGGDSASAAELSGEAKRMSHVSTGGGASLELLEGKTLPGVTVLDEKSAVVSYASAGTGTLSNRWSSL
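Recombinant glycosomal PGK reaction used 1,3-bisphosphoglycerate generated in-well by GAPDH (100nM final) in 100mM TEA pH 7.6, 5mM MgCl2, 0.01% Tween-20. After 60 minutes at room temperature, ATP was read by Kinase-Glo Plus luminescence end-point.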
TrxR1 substrate – rat thioredoxin reductase 1 substrate activity | O89049 | purified TrxR1 substrate turnover, NADPH consumption readout | Potency, µM (series often up to 114 µM), for inactives: top-dose activity change, negative = substrate turnover | 0.01% of 390,000 active; also: potency is read from the fitted curve at half-maximal effect; % is scaled to controls: 0 for no effect and ±100 for the full control effect; nearly all actives have a fitted effect of over 50% in size
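Rat TrxR1, dispensed at 90 nM, was prereduced with 400 uM NADPH (final) for 5 min at ~22 deg C, then incubated with compound 15 min before 400 uM selenite. A first-read NADPH fluorescence drop versus no-compound background flagged substrates.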
PI4K2A inh – inhibitors of human PI4K2A. purified PI4K2A, ADP-Glo luminescence, 1 h; active compounds read low. activity change, negative = inhibition, % at 76.9 µM. 0.13% of 420,000 active; in the data active = activity change below about -50%; inconclusive = mostly about -30% to -49%;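 also: -100% = wells without enzyme as full effect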
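ADP-Glo luminescence measured ADP generated by PI4K2A enzyme (4 ug/mL before mixing) with 1.2 mM PI substrate (pre-mix) and 300 microM ATP (pre-mix). Tris pH7.5 buffer with MgCl2, Triton X-100; 1 h reaction at ambient temperature.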
USP1-UAF1 inh – inhibitors of human USP1/UAF1 deubiquitinase; Potency, µM (series often up to 57.1 µM), for the others: at the top dose activity change, negative = inhibition, usual class: inhibitors; AID 743255; recombinant USP1/UAF1, Ub-Rhodamine cleavage fluorescence; 0.23% of 390,000 active; also: potency is read from the fitted curve at half-maximal effect; % is scaled to controls: 0 for no effect and ±100 for the full control effect; nearly all actives have a fitted effect of over 60% in size; inactives centre near -12
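Step one: compound is pinned into 1nM USP1/UAF1 in HEPES pH 7.8 buffer with TCEP. Step two: 15 min room-temperature incubation. Step three: Ub-Rho (150nM final) starts cleavage, tracked by fluorescence over six one-minute reads.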
GLS inh – glutaminase GLS (human) inhibition; O94925; GLS enzymatic activity, qHTS titration; Potency, µM (titrated, usually from 45.5 µM), without a hit: at the top dose activity change, negative = inhibition, hits mostly inhibitors; 0.21% of 410,000 active; AID 624170; also: potency is read from the fitted curve at half-maximal effect; % is scaled to controls: 0 for no effect and ±100 for the full control effect
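Coupled fluorescence readout: glutamate oxidase/HRP/Amplex Red detect glutamate formed by hKGA from L-glutamine (1 mM solution added). Buffer 45 mM KH2PO4 pH 8.2, 0.02% Tween-20; reads at t0 and 30 min RT.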
Pin1 inhibitor – blocks the human prolyl isomerase Pin1. Q13526. Pin1 FP peptide displacement, HiFluor488, 10 min. Potency, µM (doses to about 115 µM), inactives show top-dose activity, negative = inhibition, usual class: inhibitors. 0.009% of 390,000 active. AID 504891; active = well fitted inhibition curve with a large enough effect in the polarisation, with a control signal flat, not every such curve was filed as active; inconclusive = small, poorly fitted or top-dose-only effect, or effect the other way, or a change in a side signal; inactive = no such curve, though single readings can be large or run the other way; the % refers to the polarisation; also: potency is read from the fitted curve at half-maximal effect; % is scaled to controls: 0 for no effect and ±100 for the full control effect
HP1b chromo inh – HP1-beta chromodomain-methylated histone interaction inhibition; P83916; AlphaScreen HP1-beta / biotin-H3K9me3 peptide binding; Potency, µM (top dose mostly 114 µM), for inactives: at the top dose activity change, negative = inhibition, actives largely listed as inhibitors; 0.56% of 390,000 active; AID 540317; also: potency is read from the fitted curve at half-maximal effect; nearly all actives have a fitted effect of over 70% in size; inactives centre near 23
Target sequence (P83916 whole entry, looked up): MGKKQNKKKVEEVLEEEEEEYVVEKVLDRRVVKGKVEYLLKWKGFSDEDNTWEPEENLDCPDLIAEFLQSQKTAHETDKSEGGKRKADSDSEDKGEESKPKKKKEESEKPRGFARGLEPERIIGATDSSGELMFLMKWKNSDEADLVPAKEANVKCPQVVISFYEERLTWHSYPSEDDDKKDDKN
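AlphaScreen: HP1-beta (50 nM) preformed 30 min with biotin-H3(1-18)K9me3 peptide (50 nM) in PBS pH 7.4, 0.01% Tween-20. Compound added for 30 min at RT, then streptavidin donor/nickel chelate acceptor beads (10 ug/mL) for 30 min.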
Active calls of the source: *; i = inactive; u = inconclusive; x = no result given; [ ] = dose if it differs, or a comment. Unless noted, calls follow the shape of the dose curve; as a rule, active = well fitted curve in the direction sought with a large enough effect; inconclusive = small, poorly fitted or top-dose-only effect, or another doubt; inactive = no such curve, though single readings can be large; an effect the other way counts as inactive or inconclusive. These rows are one share of the data; the hit share may differ from the screen's.

Compound	IDH1 R132H inh	GLS inh	HP1b chromo inh	USP1-UAF1 inh	rTrxR1 inhibitor	Pin1 inhibitor	TrxR1 substrate	Tb PGK inh	PI4K2A inh
Cc1c(C(=O)N2CC3(CC(c4cccc(NC(=O)[C@H]5CCC(=O)N5)c4)=NO3)C[C@@H]2C(N)=O)cc([N+](=O)[O-])cc1[N+](=O)[O-] (some centres undefined)	-1%	-1%	31%	-19%	19%	-1%	9%	12%	-1
Cc1ccc(-n2nc3c(N4CCC(C(=O)NCc5cccc(F)c5)CC4)nnc(C)c3c2C)cc1	-3%	u	45%[activator]	-13%	10%	1%	1%	i	2
O=[N+]([O-])c1ccccc1OCCCN1CCOCC1	-1%	0%	-4%	-12%	23%	3%	3%	-1%	4
CN(Cc1ccccc1)C(=O)NC1CCCCC1	11%	2%	36%	u	4%[57.1 µM]	-1%	7%[57.1 µM]	4%	2
CN(Cc1ccccc1)Cc1nc2c([nH]1)c(=O)n(C)c(=O)n2C	0%	18%	36%	-5%	1%[57.1 µM]	-1%	14%[57.1 µM]	0%	1
COC(=O)C(CC(=O)c1ccc(C)cc1)n1nc(C)cc1C (centres undefined)	-4%	-20%	46%[activator]	-23%	u	2%	12%	-18%	5
COc1ccc(OC)c2sc(NNC(=O)COc3ccccc3)nc12	3%	19%	41%[activator]	-21%	21%	-1%	0%	i	8
Cc1ccccc1CNC(=O)CCCC(=O)n1nc(C)c2ccccc21	-4%	8%	30%	-21%	16%	-4%	-1%	5%	-1
CCOC(=O)C(C)Sc1ncc(OC)c(Sc2ccc(Cl)cc2)n1 (centres undefined)	3%	3%	166%	-11%	17%[57.1 µM]	1%	-6%[57.1 µM]	-1%	-3
O=C(Nc1ccncc1)c1ccc2ncsc2c1	9%	1%	39%[activator]	-14%	15%	-1%	3%	-1%	1
O=C1CC(N2CCC(O)CC2)C(=O)N1c1ccc(Br)cc1 (centres undefined)	2%	19%	39%[activator]	-6%	6%[57.1 µM]	3%	7%[57.1 µM]	9%	1
OCCN(CCO)CC(O)COCCC12CC3CC(CC(C3)C1)C2 (centres undefined)	-2%	18%	20%	-6%	23%[57.1 µM]	-8%	10%[57.1 µM]	i	2

The closing 2 entries of the section before come first, to join the parts:
Compound	IDH1 R132H inh	GLS inh	HP1b chromo inh	USP1-UAF1 inh	rTrxR1 inhibitor	Pin1 inhibitor	TrxR1 substrate	Tb PGK inh	PI4K2A inh
O=C1CC(N2CCC(O)CC2)C(=O)N1c1ccc(Br)cc1 (centres undefined)	2%	19%	39%[activator]	-6%	6%[57.1 µM]	3%	7%[57.1 µM]	9%	1
OCCN(CCO)CC(O)COCCC12CC3CC(CC(C3)C1)C2 (centres undefined)	-2%	18%	20%	-6%	23%[57.1 µM]	-8%	10%[57.1 µM]	i	2
OCCOCCOCCn1c2ccccc2c2ccccc21	-4%	2%	12%	-14%	24%[57.1 µM]	-1%	13%[57.1 µM]	-1%	-3
O=C(C1CC(=O)N(c2ccc3c(c2)OCCO3)C1)N1CCN(Cc2ccccc2)CC1 (centres undefined)	-9%	1%	50%[activator]	-12%	4%	1%	10%	i	-2
COc1cccc(OC(=O)CSc2nnc(-c3ccccc3OC)o2)c1	22%	2%	31%	u	4%	-8%	-7%	i	3
Nc1nonc1-n1nnc(C(=O)N/N=C/c2ccc(Br)cc2)c1CN1CCOCC1	2%	-5%	46%[activator]	-23%	10%	6%	-6%	i	0
COc1ccc(NC(=O)CSC2=C(C#N)C(c3ccco3)C3=C(CCCC3=O)N2)c(OC)c1 (centres undefined)	5%	18%	-9%	-15%	-6%	0%	3%	5%	8
Cc1cccc(NS(=O)(=O)c2c(C)nc3sccn3c2=O)c1C	-15%	0%	36%	u	-7%	-1%	-13%	5%	0
CC(C)NC(=O)NC(=O)CSc1ncccn1	-3%	0%	19%	-11%	29%	1%	3%	i	-1
CCCCn1c(=N)c(S(=O)(=O)c2ccc(C)cc2)cc2c(=O)n3cc(C)ccc3nc21	-8%	-10%	12%	-21%	14%[57.1 µM]	2%	3%[57.1 µM]	-4%	-2
Cc1ccc(CN2CCN(Cc3ccc4ncccc4c3)CC2CCO)cc1 (centres undefined)	-3%	7%	20%	-3%	2%[57.1 µM]	1%	-8%	8%	1
CCCCc1nnc(SCc2cc(=O)c3cc(F)ccc3[nH]2)n1C	-2%	1%	22%[57 µM]	-22%	-17%[57.1 µM]	-3%	-9%[57.1 µM]	-10%	-6
COc1cc2c(cc1OC)-c1cc3ccc(OC)c(OC)c3c[n+]1CC2	1%	1%	30%	-20%	-17%	-3%	u	0%	-6
O=C(Oc1ccc(-c2nnco2)cc1)c1cc(S(=O)(=O)N2CCOCC2)ccc1F	9%	-12%	x	-13%	x	x	x	i	7
CC(CCCC(C)(C)O)NC(=O)c1ccc(OC2CCN(C(=O)C3CC3)CC2)cc1 (centres undefined)	3%	0%	34%	-16%	21%[57.1 µM]	-4%	10%[57.1 µM]	-5%	1
CCC(CC)NC(=O)c1oc2ccccc2c1COc1ccccc1	5%	4%	101%[activator]	-4%	-14%	u	-11%	-5%	-3
O=C(O)C(CO)N=Cc1c(O)c2ccccc2oc1=O (centres undefined)	-7%	35%[activator]	8%	5%	-14%[57.1 µM]	6%	-10%[57.1 µM]	-1%	1
Cc1ccc(NS(=O)(=O)c2c(C(=O)N3CCOCC3)c(C)n(C)c2C)cc1	-5%	4%	41%[activator]	-16%	15%	-1%	3%	-5%	-1
COC(=O)c1ccc(C(=O)OCc2nc3cc4ccccc4cc3[nH]2)cc1	3%	0%	46%	-22%	8%	u	0%	2%	10
COc1ccc(S(=O)(=O)NCC(c2cccnc2)N2CCN(C)CC2)cc1OC (centres undefined)	1%	2%	-4%	-5%	-13%	-7%	6%[57.1 µM]	0%	0
CCOC(=O)/C(=C\C=C\c1ccccc1)NC(=O)c1ccccc1	1%	-9%	50%[activator]	-17%	u	11%	-22%	11%	0
O=C(O)c1ccc(S(=O)(=O)c2ccccc2)s1	11%	-3%	19%	-16%	7%	-4%	-1%	1%	8
O=C(N/N=C/c1ccc(O)cc1)c1csc2c1CCCC2	2%	2%	12%	-20%	1%[57.1 µM]	-4%	6%[57.1 µM]	i	-2
O=c1c2nnn(-c3ccc(Cl)cc3)c2ncn1Cc1ccccn1	24%	4%	-2%	-1%	14%[57.1 µM]	-1%	3%[57.1 µM]	i	1
CC1CCC2(CC1)NC(=O)N(CC(=O)N1CCc3ccccc3C1)C2=O (centres undefined)	-4%	0%	47%[activator]	-18%	19%[57.1 µM]	7%	4%[57.1 µM]	4%	4
Cn1c(=O)cc(SCC(=O)N2CCN(c3ccccc3F)CC2)c2ccc(Cl)cc21	-14%	-1%	19%	-8%	14%	-1%	-3%	-5%	4
Cc1c(OC(C)C(=O)NCC2CCC(C(=O)O)CC2)ccc2c(-c3ccccc3)cc(=O)oc12 (centres undefined)	-9%	16%	17%	20%	-7%	-10%	-8%	4%	71
COC(=O)C1CCC(C)(C(=O)Nc2ccccc2)C1(C)C (centres undefined)	-5%	0%	18%	-3%	-5%	-1%	-9%	2%	-5
Cc1ccc(S(=O)(=O)c2ncccc2N)cc1	5%	-17%	23%	3%	17%[2.29 µM]	-2%	5%[2.29 µM]	-5%	1
CS(=O)(=O)c1ccc2nc(N)sc2c1	5%	-7%	26%	-9%	22%[57.1 µM]	0%	-1%[57.1 µM]	13%	10
COc1ccc(Nc2c3c(nc4nncn24)CCC3)cc1OC	x	3%	20%	18%	7%	4%	1%	x	-1
NC(=O)C[C@@H]1N[C@]2(C(=O)Nc3ccccc32)[C@@H]2C(=O)N(c3cc(C(F)(F)F)ccc3Cl)C(=O)[C@H]12	-3%	-2%	33%	-8%	-24%	8%	1%	-6%	6
COc1ccccc1C(=O)Nc1ccnn1C1CCN(C(=O)c2ccoc2)CC1	-4%	7%	18%	-3%	-2%	-4%	0%	i	0
CCOc1ccc(NS(=O)(=O)c2cccc(C(=O)N3CCN(C/C=C/c4ccccc4)CC3)c2)cc1	-4%	1%	0%	-18%	-6%	3%	-8%	-6%	4
COC(=O)C1=C(C)NC(C)=C(C(=O)OCC2CCCO2)C1c1cccc(Cl)c1 (centres undefined)	-2%	9%	38%	-14%	-8%	-1%	-1%	2%	3
Cc1ccc(C)c(CSCc2nc3ccccc3[nH]2)c1	0%	0%	45%[activator]	-16%	-2%	-22%	6%	-11%	-5
CCN(CCCNC(=O)c1cc2c(-c3cccc(OC)c3)nn(C)c2s1)Cc1ccccc1	4%	9%	-4%	-16%	17%	-3%	42%[activator]	i	0
C/C(=N\Nc1ccc(S(=O)(=O)Nc2ccccc2)cc1[N+](=O)[O-])c1ccc(N2CCOCC2)cc1	-5%	11%	u	-3%	9%	2%	-4%	0%	-5
Cc1ccc(S(=O)(=O)Nc2cccc(CP(=O)(c3ccccc3)c3ccccc3)c2)cc1	-4%	-18%	-6%	-13%	9%	-2%	2%	i	3
COCCOC(=O)c1c(C)oc2c1cc(NS(=O)(=O)c1ccc(Cl)c(C)c1)c1ccccc12	0%	0%	45%[activator]	-10%	31%	8%	9%	-1%	3
